TROY NFkB inh: inhibitors of TROY-dependent NF-kB signaling | Q293 LMP1-TROYcd NF-kB luciferase reporter, 4 h | inhibition, % at 10 µM | hit rate 0.98% among 360,000 | AID 1347056;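 active = compounds whose plate-normalised and pattern-corrected inhibition of the luciferase reporter signal at the single screening dose is 50% or more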
NCOA1 inh: human NCOA1 inhibition; Q15788; inhibition, % at 3.6 µM; AID 588354; HEK293 GAL4-SRC1 luciferase reporter, luminescence; hit rate 0.12% among 360,000;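 active = inhibition above the campaign mean plus 3 SD, with each screening campaign given its own cutoff, cut at about 60% in these data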;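 note: 0% = DMSO treated cells and 100% = gossypol at 36 µM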
Target sequence (Q15788 whole entry, looked up, the tested form may be a part): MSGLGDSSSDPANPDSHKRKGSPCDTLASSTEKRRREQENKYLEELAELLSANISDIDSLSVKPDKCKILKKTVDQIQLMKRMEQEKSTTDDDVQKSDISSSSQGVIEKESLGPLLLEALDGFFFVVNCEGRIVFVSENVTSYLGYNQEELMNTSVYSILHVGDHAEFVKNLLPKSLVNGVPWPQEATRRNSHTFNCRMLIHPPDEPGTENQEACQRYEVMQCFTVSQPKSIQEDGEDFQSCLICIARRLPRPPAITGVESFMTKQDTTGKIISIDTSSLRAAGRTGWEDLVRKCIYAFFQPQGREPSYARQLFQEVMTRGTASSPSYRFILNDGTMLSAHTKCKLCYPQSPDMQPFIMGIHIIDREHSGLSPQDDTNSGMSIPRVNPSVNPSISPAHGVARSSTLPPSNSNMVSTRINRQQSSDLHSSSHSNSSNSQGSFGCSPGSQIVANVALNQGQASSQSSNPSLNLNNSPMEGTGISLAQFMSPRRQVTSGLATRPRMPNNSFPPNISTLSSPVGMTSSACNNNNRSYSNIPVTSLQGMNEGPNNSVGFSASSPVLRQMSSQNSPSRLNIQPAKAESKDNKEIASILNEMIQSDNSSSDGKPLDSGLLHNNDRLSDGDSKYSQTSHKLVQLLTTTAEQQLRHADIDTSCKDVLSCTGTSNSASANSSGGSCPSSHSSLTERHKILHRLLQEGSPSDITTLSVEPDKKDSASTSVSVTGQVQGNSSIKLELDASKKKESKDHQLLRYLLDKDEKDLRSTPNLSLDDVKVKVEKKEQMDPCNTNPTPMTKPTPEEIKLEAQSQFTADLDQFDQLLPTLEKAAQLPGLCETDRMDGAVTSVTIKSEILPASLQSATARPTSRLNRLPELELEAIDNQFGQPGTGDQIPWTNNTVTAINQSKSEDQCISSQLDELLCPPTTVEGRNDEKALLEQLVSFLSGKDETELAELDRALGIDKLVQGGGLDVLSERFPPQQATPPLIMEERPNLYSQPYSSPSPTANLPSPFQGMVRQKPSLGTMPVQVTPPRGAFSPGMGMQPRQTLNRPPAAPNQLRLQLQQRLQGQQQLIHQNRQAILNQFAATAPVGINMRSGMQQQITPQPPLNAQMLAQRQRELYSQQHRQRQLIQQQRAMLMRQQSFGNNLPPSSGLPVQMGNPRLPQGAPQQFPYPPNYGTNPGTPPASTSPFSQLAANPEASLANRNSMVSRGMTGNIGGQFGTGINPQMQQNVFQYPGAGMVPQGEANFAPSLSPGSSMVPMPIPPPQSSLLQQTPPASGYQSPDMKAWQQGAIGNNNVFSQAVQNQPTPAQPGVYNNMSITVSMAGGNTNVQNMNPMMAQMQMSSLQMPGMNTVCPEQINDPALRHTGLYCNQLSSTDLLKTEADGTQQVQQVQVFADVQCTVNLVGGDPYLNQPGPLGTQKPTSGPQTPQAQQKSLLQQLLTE
NCOA3 inh: inhibitors of human steroid receptor coactivator 3 (SRC3) | Q9Y6Q9 | HEK293 GAL4-SRC3 luciferase reporter, luminescence | inhibition, % at 3.6 µM | hit rate 0.17% among 360,000;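 active = inhibition above a per-campaign cutoff, the mean of all compounds plus 3 SD, cut at about 60% in these data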;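 note: 0% = DMSO-treated cells and 100% = gossypol-treated cells at 36 µM; higher means less SRC3-driven luciferase light from the GAL4 reporter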
LRH-1 inv ag: NR5A2 inverse agonism in reporter assay; HEK293T StAR-luciferase reporter, LRH-1 transfected, 24 h; inhibition, % at 3.6 µM; hit rate 0.13% among 360,000; AID 602396; O00482;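 active = inhibition above the mean inhibition of all tested compounds plus 3 SD, cut at about 73% in these data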;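 note: 0% = DMSO wells and 100% = reporter-only cells lacking LRH-1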
KKLEB cytotox: counter-screen for CF NF-kB inhibitors: cytotoxicity. KKLEB CF airway cells viability, ATPlite luminescence, overnight; active compounds read low; cells stimulated with P. aeruginosa culture filtrate. activity change (cytotoxicity), % at 5 µM. hit rate 0.36% among 360,000. AID 602141;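 active = corrected activity change at or below -50% at 5 µM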
NR2F2 inh: inhibitors of human COUP-TFII (NR2F2); P24468; hit rate 0.7% among 370,000; HEK293T NGFI-A luciferase reporter, luminescence; inhibition, % at 8.6 µM;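 active = inhibition above a per-plate cutoff, mean inhibition of test wells between control levels plus 3 SD, cut at about 38% in these data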;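 note: cells cotransfected with COUP-TFII expression vector driving the NGFI-A reporter; 0% = median of COUP-TF2 test wells and 100% = reporter-only cells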
CF NFkB inh: cystic fibrosis NF-kB activation inhibition; inhibition, % at 5 µM; hit rate 0.86% among 360,000; KKLEB NF-kB-GFP reporter, PAF-induced, GFP fluorescence overnight;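 active = at least 50% inhibition at 5 µM, scaled per plate between neutral and stimulator controls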;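 note: PAF is a Pseudomonas aeruginosa culture filtrate used as stimulus; plate controls were PAF-stimulated DMSO wells for no effect and unstimulated DMSO wells for full effect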
C8 TRAIL sens: caspase-8 TRAIL sensitization. NB7+C8 cells + TRAIL, ATPlite viability luminescence. inhibition (viability loss, TRAIL sensitization), % at 10 µM. hit rate 1% among 360,000. AID 624354;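 active = compounds causing at least 50% loss of cell viability in the single-dose screen, relative to plate controls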
LMP1 NFkB inh: reduces LMP1-driven NF-kappaB luciferase signal; hit rate 0.69% among 350,000; LMP1-induced NF-kappaB luciferase reporter cells, luminescence; inhibition, % at 12.5 µM; in the data active = inhibition above about 41%; inconclusive = no clear call, values can overlap the other calls;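 note: 0% = neutral control wells and 100% = reference inhibitor control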
TWEAK Fn14 block: blocks TWEAK-Fn14 interaction in a reporter cell assay. TWEAK-stimulated Fn14 reporter cells, luciferase luminescence, 8 h. inhibition, % at 10 µM. hit rate 2% among 360,000; in the data active = inhibition above about 50%
NCOA2 inhibitor: inhibits human steroid receptor coactivator 2; Q15596; HEK293 GAL4-SRC2 luciferase reporter, luminescence; inhibition, % at 9 µM; hit rate 0.17% among 370,000; AID 651957;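 active = inhibition above the mean inhibition of all tested compounds plus 3 SD, set per campaign, cut at about 52% in these data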;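 note: 0% = DMSO treated cells and 100% = cells given Gossypol at 36 µM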
* = called active by the depositor; u = inconclusive; x = no result given.

canonical_smiles	TROY NFkB inh	NCOA1 inh	NCOA3 inh	LRH-1 inv ag	KKLEB cytotox	NR2F2 inh	CF NFkB inh	C8 TRAIL sens	LMP1 NFkB inh	TWEAK Fn14 block	NCOA2 inhibitor
CCCNC(=O)c1nnsc1S(=O)(=O)c1ccc(Cl)cc1	73.0*	26.2	38.7	-38.9	-47.6	8.9	88.9*	-2.6	u	70.1*	20.1
CC(C)C(=O)Nc1cccc(NC(=O)c2cccnc2)c1	2.4	0.8	18.6	8.7	-1.0	-4.7	7.9	-4.9	1.5	-6.6	8.3
Nc1nc2ccccc2n1CCN1CCCC1	1.2	-14.6	19.1	-16.7	9.3	x	-20.0	-3.7	-0.7	-8.8	x
O=C(CN1CCN(S(=O)(=O)c2ccc(F)c(Cl)c2)CC1)N1CCNC1=O	-15.9	0.9	23.9	4.9	-4.3	6.9	0.9	-0.6	2.4	-7.1	-0.6
CCOC(=O)c1cc(C#N)c(N2CCN(C(=O)c3cccc(C(F)(F)F)c3)CC2)nc1C(F)(F)F	41.4	24.8	21.1	48.2	-7.0	0.6	-4.8	17.4	29.8	36.7	-5.6
COc1ccc(NC(=S)N2CCC(C(=O)N3CCCCCC3)CC2)cc1	-4.6	-2.7	5.1	7.5	-5.0	5.9	4.5	-19.6	4.0	7.1	-12.1
Cc1cc(NC(=O)CCC(=O)N(Cc2cccs2)C(C)(C)C(=O)NC2CCCCC2)no1	9.6	17.0	0.2	-14.5	4.9	4.8	-0.3	1.5	1.2	25.5	1.5
O=C(O)c1ccccc1C(=O)c1ccc(-c2ccccc2)cc1	-49.1	-23.2	-21.3	-29.4	15.4	-2.5	-7.6	-2.4	-18.1	1.7	-36.5
O=C1c2ccncc2C(=O)N1Cc1cccc(Cl)c1	-18.8	6.6	15.8	-21.0	-0.2	7.5	5.2	-18.3	7.6	5.8	-29.9
CC(Oc1ccccc1F)c1nnc(SCC(=O)N(c2ccccc2)C2CCS(=O)(=O)C2)o1 (centres undefined)	-8.0	-8.9	8.2	3.7	0.0	30.6	0.3	19.5	-0.7	5.3	-4.0
O=C(CSc1ccsc1[N+](=O)[O-])Nc1cc(F)ccc1F	-39.2	-1.9	2.8	14.8	7.1	-3.6	-18.2	11.8	-11.3	13.9	-5.9
C[C@@H]1CN([C@H](C)CO)C(=O)CCCn2nncc2CO[C@H]1CN(C)S(=O)(=O)c1ccc(-n2cccn2)cc1	-13.2	-8.4	-22.1	-4.2	14.1	-2.7	-7.3	5.0	-9.1	-15.7	-3.1
NC(=S)NN=C1CCSCC1	7.2	-9.4	8.5	2.1	4.2	5.5	-14.9	1.8	-5.0	-22.9	1.7
Cc1noc(NC(=O)c2ccc(Cl)c(Cl)c2)c1Cl	0.5	2.9	12.9	-5.2	-5.6	-20.9	6.1	2.0	-8.7	-6.6	6.0
Cc1ccc(N(CC(=O)Nc2cc(C)cc(C)c2)S(=O)(=O)c2cccc3nonc23)cc1	6.1	5.8	-28.4	-11.2	-12.3	-2.5	-2.2	4.7	-12.0	9.4	-3.5
CCn1cc(C(=O)NP(=O)(Nc2ccc(C)cc2)Nc2ccc(C)cc2)c2ccccc21	-3.2	-6.7	-10.2	-5.5	-4.3	-5.4	5.3	1.6	-2.2	-0.6	5.4
CC1CCC(C(=O)NC(C(=O)NCc2ccccn2)C(C)C)CC1 (centres undefined)	19.9	-3.4	8.9	9.4	4.7	-3.8	-10.6	-0.8	-5.8	4.0	5.1
COCCN1C[C@@H](CO)O[C@@H](n2cnc3c(N4CCOCC4)ncnc32)C1	3.9	2.0	-25.1	-11.2	6.9	7.3	-13.3	1.9	x	5.4	-7.5
CCn1c(SCC(=O)c2ccccc2)nnc1-c1cnccn1	-32.4	-51.5	-85.7	-67.7	4.5	-30.6	-5.5	-1.1	8.8	5.8	-61.0
Cc1ccnc(SC2CC(=O)N(c3ccc(F)cc3)C2=O)n1 (centres undefined)	2.9	2.9	2.7	-1.5	-2.6	1.5	4.0	-18.5	2.4	-1.5	-40.4
O=C(CSc1ncn(-c2ccccc2)n1)Nc1nccs1	-18.5	-2.0	-16.9	-12.4	-0.9	1.9	12.8	-16.3	5.1	10.2	-5.8
O=C(Nc1ccc2ccccc2c1)Nc1ccc2snnc2c1	69.7*	4.0	16.1	2.9	10.7	-2.1	36.0	30.9	13.7	74.8*	-19.9
COC(=O)CN1CCN(C(=O)c2ccc(F)cc2)c2ccccc2C1	13.2	-6.8	-1.2	0.0	4.0	3.5	-5.3	9.9	5.4	-1.0	-7.9
CC(C)c1ccc(NC(=O)CN2C(=O)NC3(CCCC3)C2=O)cc1	-16.2	11.8	10.0	0.9	-6.4	-0.7	0.5	0.0	-11.2	-3.6	1.0
Cc1cccc(C(=O)NC(C)C(c2cccs2)N2CCOCC2)c1 (centres undefined)	-9.4	19.1	20.1	5.0	8.9	-3.7	-30.2	-2.9	1.0	-7.8	7.7
Cc1ccccc1NC(=O)OCc1cn(-c2ccc(Cl)cc2)nn1	1.9	-33.6	0.2	5.5	-6.4	-5.4	14.2	7.2	-5.2	7.2	11.7
CC(C)(C)c1ccccc1OCC(=O)NCCC(=O)O	-6.7	-3.3	17.3	16.0	10.5	-3.9	-9.7	8.8	12.5	5.1	-11.3
COc1ccccc1/C=N/NC(=O)CSc1cc(C)nc2ccccc12	22.6	0.1	19.1	2.2	-25.6	-10.2	24.7	-22.3	-7.4	22.2	-14.6
CCN[C@H]1C[C@H](C)S(=O)(=O)c2sc(S(N)(=O)=O)cc21	7.6	-3.6	4.7	1.9	15.3	-4.8	-11.8	1.1	-2.6	-4.2	-12.2
Cc1ccc(NC(=O)COC(=O)C2CCN(c3ccc(C(F)(F)F)cn3)CC2)cc1C	-30.8	-16.7	-11.5	31.1	-9.9	18.0	7.3	-24.6	-2.1	-5.6	-24.8
CS(=O)(=O)N(CC(=O)N1CCCCCC1)c1cccc(Cl)c1Cl	-8.8	-3.9	3.8	-4.4	-5.8	17.8	-1.9	-9.4	-3.7	12.2	-4.3
CN(C(=O)COc1ccc(Br)cc1Cl)C1CCCCC1	-5.8	-34.1	-16.8	-22.0	12.2	-4.6	10.8	-9.8	-6.0	-2.8	-38.3
CC(C)C[C@H](NC(=O)c1nc[nH]c1C(=O)NC1CCNCC1)C(=O)OC(C)(C)C	7.5	7.3	-2.9	1.6	2.2	-3.2	-15.8	-6.0	0.6	9.7	-26.1
CCOc1ccc(N2CC(C(=O)Nc3ccc(S(=O)(=O)N4CCCCC4)cc3)CC2=O)cc1 (centres undefined)	12.9	-2.8	9.6	-6.6	0.5	8.3	3.2	-4.2	-3.7	8.8	6.1
CCOC(=O)C1CCN(C/C=C/c2ccccc2)CC1	1.1	2.8	-1.2	6.4	3.7	-0.4	-11.2	-13.1	2.4	15.9	-6.6
COc1ccc(S(=O)(=O)N2CCN(CCOc3ccccc3Cl)CC2)cc1OC	-11.6	8.6	-0.9	12.5	0.9	14.1	-8.6	-5.9	5.6	4.7	-11.5
CCOc1ccc(N(CC(=O)NCc2ccccc2)C(=O)Cn2nnc(-c3ccc(C)o3)n2)cc1	2.3	-17.6	0.6	24.1	2.0	8.4	-3.5	-1.9	-6.3	-10.5	6.9
OCC[C@@H]1C[C@H](O)[C@@H](O)[C@]2(Cc3ccccc3CO2)O1	2.5	-10.0	-17.6	11.6	-3.6	-0.3	-12.3	-17.8	4.2	2.8	12.2
c1ccc(-n2nnc(-c3nccs3)n2)cc1	-61.6	-88.8	-91.5	-84.1	-1.2	-53.2	-1.1	11.4	2.8	-4.9	-55.7
O=C(Cn1[nH]c(=O)c2ccccc2c1=O)NCc1cccnc1	16.7	-12.4	3.0	4.8	-17.0	-4.4	12.8	-3.5	-2.9	-20.1	-14.0
Cc1ccc(NS(=O)(=O)c2ccc3c(c2)n(C)c(=O)n3C)cc1C	13.9	12.4	0.3	12.3	3.9	7.8	-12.7	9.5	-12.9	7.3	1.3
CC(=O)Nc1nc(-c2ccccc2)nc(C)c1C(C)=O	14.8	12.7	13.6	-9.4	-4.4	-15.2	4.9	-7.2	-4.4	-4.9	-6.4
Cc1cc(C)n(C(=O)c2ccc([N+](=O)[O-])cc2N)n1	-10.7	5.6	-4.3	1.1	2.6	0.5	-0.7	-2.5	4.0	-1.5	-29.6
Cc1ccc(C(=O)OCC(=O)NCCc2ccccc2)cc1C	-8.1	-6.4	7.7	-28.1	-3.4	12.4	16.4	-8.4	-1.9	-6.8	-5.2
O=C(CCNS(=O)(=O)c1ccccc1C(F)(F)F)N1CCN(C(c2ccccc2)c2ccccc2)CC1	4.8	-3.7	-12.5	19.2	27.0	12.1	8.4	12.0	-6.8	4.3	12.2
CC(=O)c1cccc(S(=O)(=O)N(Cc2cc3cc4c(cc3[nH]c2=O)OCCO4)CC2CCCO2)c1 (centres undefined)	-6.8	15.9	10.3	11.7	10.8	-1.2	6.5	-15.3	-0.3	-9.8	18.2
Cc1cc(C(=O)N2CCN(c3ccc([N+](=O)[O-])cc3)CC2)n[nH]1	-16.8	6.8	9.0	-8.5	4.9	4.5	-13.6	-6.5	4.6	-4.2	0.2
O=S(=O)(Nc1ccc(C(F)(F)F)cn1)c1ccccc1	-5.6	0.8	20.6	4.1	-2.2	-12.6	5.5	1.4	6.0	2.6	-30.8
CCc1ccccc1NC(=O)COC(=O)C1CC(=O)N(c2ccc(F)cc2)C1 (centres undefined)	1.7	-6.0	-2.0	-3.5	-1.7	-7.1	0.1	7.6	7.7	7.1	4.1
Nc1ncc(-n2cncn2)c(-c2ccccc2)n1	-24.9	-2.9	-2.7	-10.2	-4.9	30.9	-15.7	3.2	6.2	-35.5	5.1

Going on with the list:
canonical_smiles	TROY NFkB inh	NCOA1 inh	NCOA3 inh	LRH-1 inv ag	KKLEB cytotox	NR2F2 inh	CF NFkB inh	C8 TRAIL sens	LMP1 NFkB inh	TWEAK Fn14 block	NCOA2 inhibitor
COc1cccc(-n2cc3c(=O)n(C)c(=O)n(C)c3c2)c1	1.5	-64.8	-19.8	-19.8	20.7	-21.4	-5.8	1.4	-12.8	-31.3	-26.5
CS(=O)(=O)c1ccc(Cl)c(NC(=O)COC(=O)CNC(=O)c2ccc(Br)o2)c1	12.2	-6.7	-0.1	0.2	3.4	8.1	-6.1	-2.0	2.9	-1.7	-5.7
O=C(O)c1cc(N2C(=O)C=CC2=O)cc(N2C(=O)C=CC2=O)c1	7.0	11.5	0.6	8.1	4.2	-13.3	-5.1	-3.0	-12.2	-32.8	-1.0
C=CCOc1cccc(C2C(C(=O)c3ccco3)=C(O)C(=O)N2Cc2ccncc2)c1 (centres undefined)	-14.6	0.8	5.1	-9.0	-6.1	-1.1	9.1	3.1	-5.2	5.1	-8.7
Cc1nn2cc(-c3ccccc3)nc2s1	8.8	-115.2	-134.0	-145.7	-7.8	-34.3	6.9	27.8	-1.1	57.0*	-36.3

No enrichment for hits (roughly 4.2% active in at least one column).
